HTRA1 inhibitor: HTRA1 serine protease inhibitors, primary screen, biochemical, fluorescence polarization, HTS. recombinant HTRA1, FP-rhodamine activity-based probe. inhibition, % at 5.96 µM. Q92743. hit rate 0.5% among 340,000; in the data active = inhibition above about 36%;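 note: 0% = enzyme with DMSO and 100% = wells lacking enzyme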
Target sequence (Q92743 whole entry, looked up): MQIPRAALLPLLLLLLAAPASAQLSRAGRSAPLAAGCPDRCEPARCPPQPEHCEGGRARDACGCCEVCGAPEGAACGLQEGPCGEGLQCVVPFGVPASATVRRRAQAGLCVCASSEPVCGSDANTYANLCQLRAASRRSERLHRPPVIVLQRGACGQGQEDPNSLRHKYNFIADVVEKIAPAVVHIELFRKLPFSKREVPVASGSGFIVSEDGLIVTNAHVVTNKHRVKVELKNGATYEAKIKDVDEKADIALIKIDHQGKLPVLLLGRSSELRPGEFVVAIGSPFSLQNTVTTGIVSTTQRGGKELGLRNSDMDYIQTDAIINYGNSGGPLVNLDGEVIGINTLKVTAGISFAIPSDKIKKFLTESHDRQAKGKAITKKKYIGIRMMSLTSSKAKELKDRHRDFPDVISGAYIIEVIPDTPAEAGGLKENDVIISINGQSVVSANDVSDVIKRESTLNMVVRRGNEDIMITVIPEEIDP
rCAG RNA binder: binders of r(CAG) RNA repeats, primary screen, biochemical, fluorescence; r(CAG) RNA repeat, TO-PRO-1 dye displacement fluorescence; inhibition, % at 3 µM; hit rate 1.3% among 370,000; AID 651821, 2012;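 active = inhibition above the plate cutoff, the mean of all test compounds on that plate plus 3 SD, cut at about 35% in these data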;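 note: 0% = DMSO alone and 100% = 100 µM mitoxantrone as full dye displacement; higher means more dye released from RNA so lower well fluorescence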
PG9 binder: binders of HIV-1 gp120 antibody PG9, primary screen, biochemical, TR-FRET | HIV-1 gp120 / PG9 antibody interaction | TR-FRET gp120-PG9 antibody binding | inhibition, % at 6.7 µM | hit rate 0.43% among 360,000 | AID 624416, 2012; in the data active = inhibition above about 8.5%
LEDGF integ inh: blockers of LEDGF/p75-dependent integrase strand transfer – biochemical, TR-FRET, high throughput, primary screen; HIV-1 integrase (with human LEDGF/p75); TR-FRET IN-LEDGF/p75 DNA integration, Eu/Cy5; inhibition, % at 3.7 µM; hit rate 0.64% among 370,000; AID 743269, 2014;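 active = inhibition above the screen-wide mean plus 3 SD, cut at about 13% in these data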;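 note: signal is the Cy5 over europium emission ratio at 671 and 618 nm; 0% = plate median of compound wells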
mABHD4 FP: ABHD4 inhibitors, primary screen, biochemical, fluorescence polarization, mouse; (Lyso)-N-acylphosphatidylethanolamine lipase (Mus musculus), Q8VD66; purified mABHD4, FP-Rh probe fluorescence polarization; inhibition, % at 8.92 µM; hit rate 0.54% among 370,000; AID 720543, 2013;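 active = inhibition exceeding the mean over every tested compound plus 3 SD, cut at about 30% in these data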;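 note: 0% = plate median of compound wells and 100% = S159A mutant with DMSO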
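Assay system: Wild-type mouse ABHD4 protein | Medium: HEPES pH 7.0 buffer, 150 mM NaCl, 0.01% Pluronic F-127 | Incubation: Enzyme–compound pre-incubation 45 min, then probe 60 min, both 25 °C | Technique: Fluorescence polarization with parallel and perpendicular emission, 525/598 nm | Evaluation: % inhibition of FP-Rh probe binding versus controls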
NR1D1 modulator: modulators of Rev-erb alpha DNA binding, primary screen, biochemical, FITC-DNA, fluorescence polarization, uHTS | activity, % at 10 µM | Rev-erbα–FITC-DNA binding, 90 min | Nuclear receptor subfamily 1 group D member 1 (Homo sapiens), P20393 | AID 1259318, 2017 | hit rate 0.79% among 370,000;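 active = activity above about 14%, limit read from the data; passing the limit was not always enough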;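 note: 0% = DMSO wells with 35 nM protein and 100% = DMSO wells with 750 nM protein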
PRMT1 inh: PRMT1 methyltransferase inhibitors, primary screen, biochemical, fluorescence polarization; Protein arginine N-methyltransferase 1 (Homo sapiens), Q99873; recombinant PRMT1, activity-based probe fluorescence polarization; inhibition, % at 2.79 µM; hit rate 1.3% among 370,000; AID 652257, 2013;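 active = inhibition above about 21% made by adding two undisclosed values, limit read from the data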
UHRF1 MBD2 ctr: UHRF1 methylated DNA binding inhibitors, primary screen, counter-screen for MBD2 inhibitor project, biochemical, TR-FRET, human UHRF1, single concentration; UHRF1 binding to methylated oligo; inhibition, % at 4.4 µM; hit rate 0.75% among 370,000; in the data active = inhibition above about 21%;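 note: UHRF1 SRA domain binding a hemimethylated CpG hairpin DNA probe; 0% = median of test compound wells and 100% = reference inhibitor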
MBD2 DNA inh: inhibitors of MBD2 binding to methylated DNA, primary screen, biochemical, TR-FRET, DNA-binding domain, human | hit rate 0.31% among 370,000 | MBD2 binding to methylated oligonucleotide | inhibition, % at 4.4 µM | Methyl-CpG-binding domain protein 2 (Homo sapiens), Q9UBB5; in the data active = inhibition above about 13%
Target sequence (Q9UBB5 whole entry, looked up, the tested form may be a part): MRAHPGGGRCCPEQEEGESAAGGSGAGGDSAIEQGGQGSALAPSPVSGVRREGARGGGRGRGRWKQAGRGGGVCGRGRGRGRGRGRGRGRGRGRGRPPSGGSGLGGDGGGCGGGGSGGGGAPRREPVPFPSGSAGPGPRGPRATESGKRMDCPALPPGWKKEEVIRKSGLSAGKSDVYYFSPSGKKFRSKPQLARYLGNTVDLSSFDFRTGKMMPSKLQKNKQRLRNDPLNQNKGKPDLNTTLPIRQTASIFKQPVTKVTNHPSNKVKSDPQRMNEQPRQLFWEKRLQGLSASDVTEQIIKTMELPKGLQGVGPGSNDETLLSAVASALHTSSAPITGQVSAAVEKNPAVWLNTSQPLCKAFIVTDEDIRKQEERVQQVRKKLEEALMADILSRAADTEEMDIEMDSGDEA
TCR-CD3 inh: inhibitors of human TCR-CD3 interaction, primary screen, biochemical, fluorescence, TAMRA-labeled TCR probe | T-cell receptor (TCR) | inhibition, % at 9.4 µM | hit rate 0.37% among 360,000 | AID 651800, 2012; in the data active = inhibition above about 19%;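 note: recombinant mutant TCR 2C K166C tagged with TAMRA read by polarization; 0% = receptor in buffer alone and 100% = receptor with positive control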
* = called active by the depositor; . = no result given. Some of the compounds tested, so the mix of outcomes need not match the whole.

The opening 2 records (preview)
mol	MBD2 DNA inh	PG9 binder	LEDGF integ inh	UHRF1 MBD2 ctr	TCR-CD3 inh	mABHD4 FP	NR1D1 modulator	PRMT1 inh	HTRA1 inhibitor	rCAG RNA binder
Cc1[nH]c(C)c(S(=O)(=O)Nc2ccc(F)cc2Cl)c1C(=O)N1CCCC1	1.5	-3.2	-2.1	-0.5	4.9	-0.1	-2.1	-3.0	5.6	-1.3
Cc1ccc2nc(SCC(=O)Nc3ccccc3F)nc(=O)n2c1	-7.6	0.3	0.9	-2.4	-0.8	4.4	1.2	2.2	7.5	3.1

The whole of this part, from the first entry:
mol	MBD2 DNA inh	PG9 binder	LEDGF integ inh	UHRF1 MBD2 ctr	TCR-CD3 inh	mABHD4 FP	NR1D1 modulator	PRMT1 inh	HTRA1 inhibitor	rCAG RNA binder
Cc1[nH]c(C)c(S(=O)(=O)Nc2ccc(F)cc2Cl)c1C(=O)N1CCCC1	1.5	-3.2	-2.1	-0.5	4.9	-0.1	-2.1	-3.0	5.6	-1.3
Cc1ccc2nc(SCC(=O)Nc3ccccc3F)nc(=O)n2c1	-7.6	0.3	0.9	-2.4	-0.8	4.4	1.2	2.2	7.5	3.1
COc1cc(CCC(=O)N2CCN(c3cccc(C)c3C)CC2)cc(OC)c1OC	-6.8	0.9	0.8	2.8	4.4	-6.7	1.3	-5.6	-3.0	-10.7
Cc1ccc(C)c(NC(=S)N2CCN(Cc3ccccc3)CC2)c1	-4.7	-0.3	-2.5	-0.5	-2.1	-1.9	0.2	-1.9	-6.0	-7.2
C=CCn1c(SCC(=O)NC2CCCCC2)nnc1-c1ccccn1	-0.2	-1.7	-6.7	3.0	-7.3	-6.4	-6.2	6.1	2.2	-6.4
CCN(CC)CCNC(=S)Nc1ccc2nc(N3CCOCC3)cc(C)c2c1	0.8	-0.6	-2.0	1.9	2.1	3.4	-0.4	-2.4	1.8	-4.0
COc1ccccc1N1CCN(CC(O)c2ccc3cc[nH]c3c2)CC1 (stereo unspecified)	-1.6	-1.5	-0.7	-1.0	2.4	-0.1	1.3	-3.5	2.6	6.0
CCCNC(=O)C1(C)CCCN(C(=O)c2ccc3c(c2)CCO3)C1 (stereo unspecified)	-1.4	-0.8	-2.6	4.1	-1.3	2.6	-5.5	2.5	.	-0.4
CN(C)CCCOC(=O)CCc1ccccc1	9.3	1.4	-0.4	3.3	-4.5	-5.7	2.0	5.0	5.5	4.0
CCOc1cccc2cc(C(=O)Nc3nccs3)c(=O)oc12	0.1	0.3	-1.5	-1.4	-4.4	6.1	-1.2	0.3	1.0	0.3
O=C(CNC(=O)c1ccc(Br)o1)NC12CC3CC(CC(C3)C1)C2	-0.8	-0.3	1.4	1.9	-1.0	-0.1	-0.3	-1.9	-8.6	-2.2
OCCC1CN(Cc2ccc3cc(Cl)ccc3n2)CCN1Cc1ccsc1 (stereo unspecified)	4.3	-1.9	-0.1	-1.8	6.1	1.2	1.6	-3.4	-0.6	-7.3
COc1ccc(C(=O)Nc2cccc(NC(C)=O)c2)cc1OC	1.7	-2.7	-1.9	5.3	1.4	6.1	2.9	-0.8	6.1	-1.7
CCOC(=O)c1cnn(-c2nc3c(C)cccc3s2)c1C(F)(F)F	-3.5	3.1	-1.8	-2.2	5.7	-1.4	-1.2	-2.2	-3.3	0.6
O=C(O)CCCCCNC(=O)c1ccccc1	3.6	0.8	-1.3	-0.8	7.8	-15.1	-0.1	-1.3	-4.1	0.8
CC(C)=NNc1nc2c(c(=O)n(C)c(=O)n2C)n1CCc1ccccc1	3.3	-1.3	-1.5	-0.6	-5.8	14.8	-3.4	1.4	6.7	5.4
Cc1ccnc(NS(=O)(=O)c2ccc(N=CC3=C(O)CC(C)(C)CC3=O)cc2)n1	4.6	-1.1	0.3	-0.7	0.9	6.2	5.7	-1.1	-1.1	-0.2
O=C(C[C@@H]1C/C=C\C[C@@H](NC(=O)OCC2c3ccccc3-c3ccccc32)C(=O)OC[C@@H](Cc2ccccc2)NC1=O)NCCO	-0.2	-0.5	1.2	5.1	2.8	-9.8	-0.1	2.3	-3.5	14.0
CCOC(Cn1c(CCCO)nc2ccccc21)OCC	-0.1	2.4	-1.5	0.4	-1.7	2.1	-1.6	-0.2	6.8	5.2
CCS(=O)(=O)NCc1csc(C)n1	-4.3	-0.1	2.3	0.8	-7.9	-1.4	1.0	1.2	-2.0	1.1
COC[C@H]1CCCN1c1ccc2c(c1)O[C@@H]1CCN(C1)S2(=O)=O	-0.1	.	-2.9	4.8	.	2.0	0.8	6.3	.	3.5
CC1CC(=O)Nc2ccccc2N1S(=O)(=O)c1cccc(Cl)c1 (stereo unspecified)	0.2	-2.1	0.1	-3.4	8.3	4.1	2.2	-0.1	2.4	2.6
CCn1c(=O)n(CC(=O)N2CCC(C)CC2)c(=O)c2ccccc21	-5.5	.	-0.1	-1.6	.	1.3	-10.7	0.6	.	0.3
O=C(Nc1ccc(F)cc1)c1ccc2c(c1)S(=O)(=O)N=C1CCCCCN12	-0.2	-0.7	3.5	0.3	-0.3	-0.9	-6.1	1.2	3.3	0.2
C=CCn1c(SCC(=O)N2CCN(c3ccccc3)CC2)nnc1-c1ccco1	-1.5	1.5	-0.9	-0.1	6.8	3.1	0.4	-3.9	9.0	-2.6
COc1ccc(CC(=O)Nc2ccc3c(c2)OC2(CCCC2)O3)c(OC)c1	2.0	0.3	-2.7	-1.7	-0.6	6.8	1.1	0.0	-16.2	0.0
CCNC(=O)NC(=O)C(C)Sc1ccc2c(c1)OCCO2 (stereo unspecified)	6.0	0.0	-1.5	1.9	-11.7	-17.8	-2.1	17.8	0.2	3.8
O=C1CSC(=Nc2ccccc2[N+](=O)[O-])N1	-3.4	1.6	1.6	0.8	8.4	2.7	0.9	-3.2	-9.9	4.3
CC1=CC=CC2=NC(=O)CC(C)(C(=O)N(CC(=O)NC3CCCC3)Cc3ccc(Cl)cc3)N12 (stereo unspecified)	3.6	0.9	-2.1	1.9	-2.0	6.4	3.1	2.5	7.6	-4.7
O=S(=O)(Cc1ccccc1)N1CCN(c2ccccc2)CC1	8.2	0.1	-0.9	4.7	-6.3	4.4	-0.7	1.9	-5.8	-1.5
COCC(C)n1c(SCC(=O)Nc2oc(C)c3c(C)n[nH]c(=O)c23)nc2ccccc2c1=O (stereo unspecified)	-5.4	-3.2	2.4	1.4	10.2	-1.6	7.6	1.6	6.8	-1.9
Nc1cccc(S(=O)(=O)N2CCCN(S(=O)(=O)c3ccc4c(c3)OCCO4)CC2)c1	-6.0	.	5.1	0.1	.	-2.2	11.3	0.4	.	.
O=S(=O)(Nc1cnc2ccccc2c1)N1CCCCCC1	-4.6	0.2	-0.5	0.4	4.7	0.8	-3.1	-3.4	-4.4	1.1
COc1cc(OC)cc(C(=O)NC(C)c2cnn(-c3ccccc3C)c2C)c1 (stereo unspecified)	-1.5	-1.1	-2.7	-0.4	0.8	-1.9	-1.1	-1.1	-4.5	-5.2
O=S(=O)(c1cccc2nonc12)N1CCN(c2ccccc2F)CC1	-0.3	-0.1	-4.8	-1.6	0.8	-2.7	-1.4	-5.8	-5.2	-3.7
CC(C)CN1C(=O)[C@]2(CC(=O)N(C)C2c2ccccc2)c2cc(-n3cc(CO)nn3)ccc21 (stereo partly specified)	1.2	.	5.2	6.7	.	-4.2	-5.9	-2.4	.	0.1
CCn1c(/C=C2\C(=O)N(C(C)C)c3ccccc32)nc2ccccc2c1=O	-0.3	-3.0	4.8	-0.2	0.6	0.8	3.1	-3.9	1.8	2.5
COCc1ccc(C(=O)N2CCCC(C(=O)c3ccc(SC)cc3)C2)o1 (stereo unspecified)	4.5	-3.2	-0.4	-0.5	3.2	7.3	-3.8	2.1	-5.6	-6.5
C/C(=N\OCc1nc2ccccc2c(=O)n1/N=C/c1cc([N+](=O)[O-])ccc1O)c1ccccc1	-1.2	-0.8	-3.8	-4.0	23.1*	2.9	-3.6	-2.5	30.4	61.5*
CC1(C(=O)NS(=O)(=O)c2cccc(C#N)c2)CCN1C(=O)Cc1ccc(-c2ccccc2)cc1 (stereo unspecified)	-1.6	0.0	2.6	0.1	1.9	3.4	-3.5	-0.6	.	41.3*
CC1CCN(C(=O)COc2cccc3c2CCN(Cc2ccccc2)C3=O)CC1	4.8	-1.0	-3.9	2.0	-4.1	1.2	-1.2	2.2	-8.9	-5.9
CCCc1cn(CC(C)n2c(=O)c3ccccc3n2Cc2cc(C(C)C)no2)nn1 (stereo unspecified)	-6.1	0.2	1.5	-0.2	5.3	-3.5	9.4	-4.9	.	-0.4
Cn1cccc1/C=C1/SC(=O)N(CC(=O)N2CCCC2)C1=O	-2.9	-3.6	1.2	-2.6	9.1	-2.4	-0.9	-2.8	11.3	-0.6
O=[N+]([O-])c1ccc(/C([O-])=C(/C(=S)NCc2ccco2)[n+]2ccccc2)cc1	-3.5	-2.1	6.8	-1.9	8.5	14.3	-18.2	9.2	17.6	10.4
CC(C)Cc1nnc(NC(=O)C23CC4CC(CC(C4)C2)C3)s1	5.4	-0.3	-3.1	7.3	-5.6	0.4	3.4	2.4	-3.2	-0.6
C=CCOc1ccc(/C=C(\C#N)C(=O)Nc2ccccn2)cc1	-5.4	-0.6	-2.2	0.7	6.5	4.9	-2.5	-1.8	5.6	-0.1
CN(C)/C=N/c1ncc(C(=O)OC(C)(C)C)s1	0.0	-0.6	1.7	-1.3	4.5	-1.9	2.7	-2.4	3.3	-2.6
CCCCC(=O)Nc1ccc(NC(=S)NC(=O)CCCCl)cc1OC	-7.4	-3.8	3.0	-1.6	-1.4	1.7	-7.0	0.3	4.5	0.1
Cc1ccc2cccc(SCC(=O)NCc3ccco3)c2n1	1.1	-1.1	4.6	-7.5	3.4	-0.8	0.3	-2.3	5.0	-3.0
CCOC(=O)CSC1=NC(=O)CS1	6.2	-2.5	2.7	16.8	3.0	-28.4	-3.5	16.7	-0.1	10.9
COC(=O)N/N=C(\C)c1ccccc1Br	-1.5	-0.7	-1.6	-0.8	6.6	2.4	-7.6	-2.0	-1.1	5.0
C=CCOc1cccc(C(=O)N2CCCC(Nc3ccc(F)cc3)C2)c1 (stereo unspecified)	4.0	-0.5	1.1	-0.1	-1.7	12.6	2.5	-3.3	-2.8	-7.9
CCn1c(SCC(=O)N2CCCCC2C)nnc1-c1ccco1 (stereo unspecified)	-0.3	0.1	-0.8	-0.8	2.2	3.4	1.0	-0.8	5.7	-2.8
